# KinaseGlo FLuc – Kinase-Glo luciferase inhibition (counter-screen). Q27757. Kinase-Glo luciferase, ATP luminescence, 8 min. Potency, µM (highest dose often 38.3 µM), without a hit: at the highest dose activity change, negative = inhibition, most hits filed as inhibitors. 0.28% of 200,000 active. AID 1379; further: potency means the concentration at half of the fitted maximal effect; on the % scale 0 is the no-effect control and ±100 the full control effect; nearly all actives have a fitted effect of over 60% in size
#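 Recombinant Kinase-Glo luciferase, 10 uM ATP (linear range), luciferin; imidazole pH 7.2 / KCl / MgCl2 / Tween / BSA buffer; 8 min RT; luminescence.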
# L3MBTL1 block – L3MBTL1 (human) inhibition. AlphaScreen L3MBTL1–H3K9me1 peptide binding. Potency, µM (series often up to 57.1 µM), for inactives: at the top dose activity, negative = inhibition, hits mostly inhibitors. 0.66% of 230,000 active. AID 485360; further: potency means the concentration at half of the fitted maximal effect; on the % scale 0 is the no-effect control and ±100 the full control effect; nearly all actives have a fitted effect of over 60% in size
#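 L3MBTL1 50 nM + b-AHA-H3(1-15)K9me1 75 nM, 30 min RT; compound added, 30 min RT; streptavidin donor/Ni-chelate acceptor beads 10 ug/mL each final, 30 min RT dark; AlphaScreen read.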
# CBFb RUNX1 block – CBF-beta/RUNX1 interaction disruption. Potency, µM (top dose mostly 59.8 µM), for the others: at the top dose activity, negative = inhibition, usual class: inhibitors. AlphaScreen CBFb-His/RUNX1-biotin binding, biochemical. Q01196+Q13951. AID 1477. 230,000 tested, under 10 active; further: % of control where 0% means no effect
# Target sequence (Q01196 whole entry, looked up): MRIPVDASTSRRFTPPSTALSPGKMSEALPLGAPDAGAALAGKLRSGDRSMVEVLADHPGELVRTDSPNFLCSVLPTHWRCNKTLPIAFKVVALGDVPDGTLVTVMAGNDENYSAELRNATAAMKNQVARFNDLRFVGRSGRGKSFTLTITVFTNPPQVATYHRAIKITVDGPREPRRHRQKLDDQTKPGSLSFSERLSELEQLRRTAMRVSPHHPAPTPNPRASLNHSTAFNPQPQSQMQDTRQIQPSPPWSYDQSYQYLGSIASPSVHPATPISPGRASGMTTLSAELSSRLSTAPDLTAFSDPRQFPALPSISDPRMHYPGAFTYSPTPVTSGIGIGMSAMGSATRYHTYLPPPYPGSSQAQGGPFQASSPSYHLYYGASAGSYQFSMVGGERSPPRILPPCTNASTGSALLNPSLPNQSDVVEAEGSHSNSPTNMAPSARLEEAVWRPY
# Target sequence (Q13951 whole entry, looked up): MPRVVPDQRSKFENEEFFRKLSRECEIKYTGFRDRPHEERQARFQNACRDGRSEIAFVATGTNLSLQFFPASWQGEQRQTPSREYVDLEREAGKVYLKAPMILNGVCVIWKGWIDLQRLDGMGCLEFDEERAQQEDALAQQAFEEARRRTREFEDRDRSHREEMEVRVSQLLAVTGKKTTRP
#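 Proteins preincubated together for 20 min at RT before compound addition; 15 min later, nickel and streptavidin beads were added and left 90 min prior to AlphaScreen measurement.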
# IMPase Li cell – cell-permeable IMPase inhibitors with lithium potentiation | CHO-M1 cells, IP1 TR-FRET (IP-One), carbachol + lithium | Potency, µM (doses to about 59.4 µM), without a hit: at the highest dose activity, negative = IMPase inhibition, most hits filed as inhibitors | 0.35% of 210,000 active | AID 1457;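 further: IP1 builds up when IMPase is blocked and the TR-FRET signal falls; potency means the concentration at half of the fitted maximal effect; plate controls were basal vehicle for no effect and high inhibitor control for full effect; nearly all actives have a fitted effect of over 50% in size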
#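 IP1 accumulation measured by competitive TR-FRET in lysed CHO-M1 cells after 30 min compound exposure at 37C, with a small lithium addition to potentiate weak responses. Hill-equation AC50 from ratio and donor-channel data.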
# NPSR antagonist – blocks cAMP signaling of the human neuropeptide S receptor. Q6W5P4. CHO-NPSR cells, cAMP TR-FRET, antagonist mode. Potency, µM (titrated, usually from 38.3 µM), without a hit: at the top dose activity change, negative = inhibition, usual class: inhibitors. 1% of 220,000 active. AID 1461; further: potency means the concentration at half of the fitted maximal effect; on the % scale 0 is the no-effect control and ±100 the full control effect; nearly all actives have a fitted effect of over 50% in size; many of its hits are not listed in these tables
# Target sequence (Q6W5P4 whole entry, looked up): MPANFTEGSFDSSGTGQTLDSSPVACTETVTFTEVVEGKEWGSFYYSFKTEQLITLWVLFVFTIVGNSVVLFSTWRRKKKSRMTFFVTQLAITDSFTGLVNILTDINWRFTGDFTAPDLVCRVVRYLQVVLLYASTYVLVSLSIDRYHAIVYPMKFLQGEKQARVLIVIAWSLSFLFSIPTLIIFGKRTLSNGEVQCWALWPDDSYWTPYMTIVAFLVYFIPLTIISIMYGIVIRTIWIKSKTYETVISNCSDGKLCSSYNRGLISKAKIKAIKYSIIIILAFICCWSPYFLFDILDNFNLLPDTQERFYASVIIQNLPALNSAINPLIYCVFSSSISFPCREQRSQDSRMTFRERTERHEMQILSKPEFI
# HttQ103 aggreg – reduces HttQ103-GFP aggregates in PC12 cells. AID 1688. Potency, µM (doses to about 46.1 µM), for inactives: at the top dose activity change, negative = inhibition, usual class: inhibitors. 1.1% of 220,000 active. PC12 HttQ103-GFP aggregates, Acumen cytometry, 40 h; further: potency means the concentration at half of the fitted maximal effect; on the % scale 0 is the no-effect control and ±100 the full control effect; nearly all actives have a fitted effect of over 60% in size
#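 Aggregates are detected as GFP objects 1–25 µm with signal 6 STDEV over background in lysates of induced PC12 cells. These carry Huntingtin exon 1 with 103 glutamines fused to GFP under an ecdysone promoter; compounds titrated.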
# Epigenetic reg – epigenetic control regulation, reporter derepression; murine LDR cells, GFP reporter derepression, 30 h; Potency, µM (series often up to 53.9 µM), inactives show at the highest dose GFP activation, most hits filed as activators; 0.2% of 280,000 active; further: potency means the concentration at half of the fitted maximal effect; % of control where 0% means no effect; nearly all actives have a fitted effect of over 60% in size
#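 Murine LDR cells bearing a silenced CMV-driven GFP reporter were exposed to compound for 30 h at 37 C. After PBS washes, GFP-positive cells (20-120 um objects) counted by laser-scanning microplate cytometry.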
# An asterisk follows results filed as active; ? = inconclusive; . = not tested or not shown; & = joins results of further samples; [ ] = remark or other dose. The call rests on the fitted dose curve; in most records, active means well fitted curve in the direction sought with a large enough effect; inconclusive means small, poorly fitted or top-dose-only effect, or another doubt; inactive means no such curve, though single readings can be large; an effect the other way counts as inactive or inconclusive. Not all compounds are listed (hit frequency here may not be typical).
no.	SMILES	KinaseGlo FLuc	L3MBTL1 block	CBFb RUNX1 block	IMPase Li cell	NPSR antagonist	HttQ103 aggreg	Epigenetic reg
1	COCCNC(=O)C(c1ccc(C)o1)N(C(=O)c1snc(C(N)=O)c1N)c1cc(C)cc(C)c1 (configuration not stated)	-1%	2%	6%	-1%[38.3 µM]	-28%[46.1 µM]	-10%	-0.2%
2	O=C(Nc1nnc(SCC(=O)N2CCCCC2)s1)C1CCCCC1	1%	?	0%	1%	-4%	-8%	-1.0%
3	Nc1nn2c(-c3ccccc3)cc(=O)[nH]c2c1N=Nc1ccc(O)cc1	-12%	?	0%	34%[activator]	-18%	13%[9.22 µM]	0.2%[10.1 µM]
4	COC(=O)C(CCSC)NC(=O)c1cc2c(n(-c3ccc(C)cc3)c1=O)CCCC2=O (configuration not stated)	-3%	?	-3%	-2%	-32%	1%[9.22 µM]	1.1%
5	Cc1ccc2nc(NCc3ccccc3)c(C=NCc3ccccc3)c(=O)n2c1	0%	13%	5%	4%	-58%	-8%	10.0%
6	C/C(=N/NC(=O)c1ccoc1C)c1cccc(NC(=O)C2CC2)c1	-1%	2%	1%	-2%	9%	4%	-1.9%
7	COc1ccc(NC2CC(=O)N(c3cccc(C)c3)C2=O)cc1 (configuration not stated)	2%	-8%	-6%	20%[38.3 µM]	-4%[46.1 µM]	-7%	-0.2%
8	Cc1ccc2nc(C)cc(OCC(=O)O)c2c1	.	-2%	2%	.	-7%[46.1 µM]	14%	-7.3%
9	N#Cc1c(NC(=O)c2ccc(Br)o2)n(-c2ccccc2)c2nc3ccccc3nc12	.	-7%	26%	.	-46%	-4%[9.22 µM]	1.8%
10	COCCCNC(=O)c1cc2c(=O)n(C)c3ccccc3c2n1C	-4%	.	0%	4%[38.3 µM]	-3%[46.1 µM]	24%	1.6%
11	O=C1c2[nH]nc(-c3ccccc3O)c2C(c2ccc(F)cc2)N1CC1CCCO1 (configuration not stated)	0%	.	0%	27%[38.3 µM]	-20%[46.1 µM]	6%	0.0%
12	COc1ccccc1OC(=O)c1ccc2nsnc2c1	-2%	-15%	-6%	13%[38.3 µM]	-8%[46.1 µM]	1%	3.3%
13	CCSc1nnc(CNC(=O)C23CC4CC(CC(C4)C2)C3)n1Cc1ccccc1	1%	5%	4%	10%	-15%	-12%	-1.0%
14	O=C(NN1C(=O)c2ccccc2NC12CCCCC2)c1ccccc1	0%	.	-5%	2%	6%	8%	-1.4%
15	COc1cccc(/C=N/NC(=O)C(=O)NCc2cccnc2)c1O	0%	?	.	6%	-3%[46.1 µM]	?	2.3%
16	O=C1Nc2ccc(Cl)cc2C12Nc1ccccc1-c1nnc(SCc3ccccc3F)nc1O2 (configuration not stated)	-5%	?	-9%	14%	-22%	2%	-1.6%
17	COc1ccc(C2(C(=O)c3ccccc3)C(=O)c3ccccc3C2=O)cc1	.	-17%	-10%	.	-26%	11%[9.22 µM]	0.1%
18	N/C(CC(=O)Nc1ccc(F)c(Cl)c1)=N\OC(=O)c1cccs1	.	11%	1%	.	-4%	1%[9.22 µM]	1.5%
19	COc1ccc(CCNC(=O)C(=O)NCc2ccc(Cl)cc2)cc1OC	1%	.	-18%	6%	13%	3%	7.3%
20	O=C(CC(=O)N/N=C/c1cccs1)NCc1ccccc1	-1%	.	2%	1%	-5%	7%	4.6%
21	O=c1c2c(-c3ccccc3)csc2ncn1/N=C/c1ccc(O)c([N+](=O)[O-])c1	3%	.	-10%	0%	-18%	-4%	-3.5%
22	COc1ccc(C2=NN(C3=NN=C(N)Cc4ncnn43)C(O)(C(F)(F)F)C2)cc1 (configuration not stated)	1%	24%	-21%	-2%	-37%	12%[9.22 µM]	-3.8%
23	O=C(Cc1ccccc1)NNC(=O)C1CCCC1	-3%	.	-4%	3%	7%	5%	-1.2%
24	O=C(Cn1cc2c(n1)CCCCC2)NC1CCCCCC1	0%	3%	1%	0%	-8%	-2%	-1.0%
25	O=C(NCCSCc1ccco1)Nc1cccc(Cl)c1	4%	-14%	-3%	23%[38.3 µM]	-8%[46.1 µM]	-5%	-4.8%

# Entries listed so far that contain a thiophene ring, fused or not:
no.	SMILES	KinaseGlo FLuc	L3MBTL1 block	CBFb RUNX1 block	IMPase Li cell	NPSR antagonist	HttQ103 aggreg	Epigenetic reg
18	N/C(CC(=O)Nc1ccc(F)c(Cl)c1)=N\OC(=O)c1cccs1	.	11%	1%	.	-4%	1%[9.22 µM]	1.5%
20	O=C(CC(=O)N/N=C/c1cccs1)NCc1ccccc1	-1%	.	2%	1%	-5%	7%	4.6%
21	O=c1c2c(-c3ccccc3)csc2ncn1/N=C/c1ccc(O)c([N+](=O)[O-])c1	3%	.	-10%	0%	-18%	-4%	-3.5%

# More records follow:
no.	SMILES	KinaseGlo FLuc	L3MBTL1 block	CBFb RUNX1 block	IMPase Li cell	NPSR antagonist	HttQ103 aggreg	Epigenetic reg
26	Cc1ccc(C)c(Cn2c(=O)n(CCC(=O)NCc3ccco3)c(=O)c3ccccc32)c1	3%	5%	7%	-5%	-4%[46.1 µM]	1%	0.0%
27	COc1ccc(OCCCC(=O)Nc2nc(C)c(C(C)=O)s2)cc1	0%	7%	3%	0%	2%	-5%[9.22 µM]	-1.2%
28	Cc1ccnc(NC(=O)C2CCC(CNc3c(N4CCCC4)c(=O)c3=O)CC2)c1 (configuration not stated)	0%	6%	3%	41%[38.3 µM]	-17%[46.1 µM]	-19%	-0.8%
29	Cc1nn(C)c2ncc(C(N)=O)c(Oc3cccnc3)c12	.	8%	0%	.	-13%	-4%[9.22 µM]	2.2%
30	Cc1nc2cc(C(=O)O)ccc2n1C1CCCCC1	2%	?	-3%	3%	-5%[46.1 µM]	-14%	0.1%
31	O=C1CC(c2ccccc2)c2c(O)cc(O)cc2O1 (configuration not stated)	-2%	.	1%	10%[38.3 µM]	-16%[46.1 µM]	7%	1.6%
32	Cc1cccc(N(CC(=O)N/N=C/c2ccc(OCC(=O)NCc3ccco3)cc2)S(C)(=O)=O)c1C	7%	.	-4%	17%[38.3 µM]	-12%[46.1 µM]	0%[9.22 µM]	-1.6%
33	O=C(Nc1cccnc1)c1cc(-c2ccccc2)on1	-9%	8%	2%	-2%	4%[46.1 µM]	5%	-2.0%
34	O=C(Oc1nsnc1N1CCOCC1)c1ccccc1	5%	.	-2%	-4%[38.3 µM]	-26%[46.1 µM]	0%[9.22 µM]	-3.6%
35	Cc1ccc2cc(C#N)c(N3CCCC3)nc2c1C	2%	20%	23%	20%[38.3 µM]	-1%[46.1 µM]	-8%	-0.8%
36	CCCN1C(=O)C2(SC(NC(C)=O)=NN2C(C)=O)c2cc(C)ccc21 (configuration not stated)	-4%	4%	1%	2%	4%	.	0.0%
37	CCOC(=O)C1CCN(Cc2nc3ccccc3c(=O)n2-c2ccc(F)cc2)CC1	2%	.	5%	33%[activator][38.3 µM]	-9%[46.1 µM]	-8%[1.84 µM]	6.5%
38	Cc1ccc(C)c(S(=O)(=O)NC(C)C(=O)Nc2ccc(-c3nc4ccccc4s3)cc2)c1 (configuration not stated)	-4%	-2%	0%	?	-29%[46.1 µM]	0%	?
39	Cc1cc(C)cc(Oc2ccc(-c3nnc(-c4ccccc4)o3)cc2[N+](=O)[O-])c1	1%	6%	0%	1%	-12%[46.1 µM]	?	2.3%
40	O=C(NCCNc1ccc([N+](=O)[O-])cc1C(F)(F)F)c1ccccc1F	1%	-3%	-2%	3%[38.3 µM]	-14%[46.1 µM]	-13%	-0.1%
41	Cc1ccc(C)c(OCCCC(C)(C)C(=O)O)c1	2%	-17%	?	-6%&2%&-16%&1%&-3%	-8%	-5%&15%	17%
42	Cc1sc(C(C2C(=O)CC(C)(C)CC2=O)C2C(=O)CC(C)(C)CC2=O)cc1[N+](=O)[O-]	-2%	-22%	5%	14%	39%	-5%[9.22 µM]	4.3%
43	CSc1nnc2c3ccccc3n(CCc3ccccc3)c2n1	0%	-4%	21%	0%[38.3 µM]	?	?	0.8%
44	CCOc1cc(C2NC(=O)NC(O)(C(F)(F)F)C2C(=O)c2ccc(OC)cc2)ccc1O (configuration not stated)	-1%	-1%	2%	4%[38.3 µM]	-18%[46.1 µM]	12%	-2.5%
45	COC(=O)c1ccccc1NC(=S)N(C)C	.	1%	2%	.	-9%	15%[9.22 µM]	-2.4%
46	CC1CCN(C(=S)c2ccc(N(C)C)cc2)CC1	0%	-6%	20%	7%	-16%	?	-0.5%
47	COC(=O)c1nn(-c2ccc(OC)cc2)c(=O)cc1Oc1cccc(Cl)c1	-1%	10%	6%	3%[38.3 µM]	-14%[46.1 µM]	9%	-1.2%
48	c1ccc(-c2nnc(SCCC3OCCCO3)o2)cc1	-9%	3%	5%	9%[38.3 µM]	-7%[46.1 µM]	-16%	0.0%
49	CCN(C(=O)CSc1nnc(-c2ccncc2)n1C)C1CCS(=O)(=O)C1 (configuration not stated)	4%	.	1%	-13%[38.3 µM]	-13%[46.1 µM]	4%[9.22 µM]	-13%
50	O=C(N/N=C/c1cccnc1)c1ccc([N+](=O)[O-])cc1Cl	.	12%	2%	.	0%[46.1 µM]	7%	-1.0%
51	O=C(CSc1nnnn1-c1ccc(Cl)c(C(=O)O)c1)NC(c1ccccc1)c1ccccc1	.	1%	6%	.	5%	-6%[9.22 µM]	0.1%
52	CCOc1ccc(N(CC(=O)NCC2CCCO2)S(=O)(=O)c2ccc(OC)c(OC)c2)cc1 (configuration not stated)	1%	7%	0%	-8%	-1%[46.1 µM]	2%	-2.0%
53	Clc1ccc(OCc2nc(-c3ccncc3)no2)c(Cl)c1	-2%	15%	16%	4%[38.3 µM]	-16%[46.1 µM]	-13%	-1.1%
54	CCCCCC(=O)Nc1cccc(C2=NOC3(C2)C[C@H](C(N)=O)N(C(=O)c2ccccc2)C3)c1 (some centres not stated)	.	.	9%	.	15%	11%[9.22 µM]	1.5%
55	COc1ccc(C(=O)N2CCOC2CNC(=O)C(=O)NCc2ccc(Cl)cc2)cc1 (configuration not stated)	1%	-1%	1%	1%	-7%	-4%	-1.4%
56	C/C(=N\NC(=O)c1ccc2c(c1)OCO2)c1ccc(C(=O)O)s1	-22%	54%[activator]	-13%	0%	5%	6%[9.22 µM]	-1.4%
57	CC(C)(C)NC(=O)C(c1cccs1)N(CC1CCCO1)C(=O)Cn1nnc(-c2cccs2)n1 (configuration not stated)	0%	2%	7%	7%[38.3 µM]	4%[46.1 µM]	24%	0.9%
58	Cc1ccc(NCC(=O)N=Nc2c(O)n(C)c3ccccc23)cc1	-2%	23%	-27%	19%	25%	1%[9.22 µM]	-1.2%
59	CCN(CC)C(=O)CSc1nc2ccc(NC(=O)CSc3nccn3C)cc2s1	5%	?	-22%	8%	-7%[46.1 µM]	-22%	-0.3%
60	N#Cc1cnn(Cc2ccc(Cl)cc2)c1N	-1%	1%	1%	-2%	-6%[46.1 µM]	-12%	0.0%

# Bioassay records as filed in PubChem.
